MBD2 inh = inhibitors of human MBD2 binding to methylated oligonucleotide | inhibition, % at 4.4 µM | TR-FRET | hit rate 0.31% among 370,000 | Q9UBB5 | AID 686964; in the data active means inhibition above about 13%
Tn7 DDE FP = inhibitors of Tn7 peptide binding to human fibrin DD(E); P02675; FP displacement of FITC-Tn7 peptide from fibrin DD(E); 0% = median of compound wells per plate; inhibition, % at 8.3 µM; hit rate 0.13% among 370,000; AID 720508;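 active means inhibition above the mean of compounds falling within the control limits plus 3 SD of them, cut at about 14% in these data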;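 further: 0% = plate median of compound wells and 100% = 10 µM Aha-Tn7 peptide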
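Assay system: human fibrin DD(E). Input: DD(E) 2 µM final. Medium: Tris buffer with calcium and detergent, pH 7.8. Compound dosing: single point at 8.3 µM. Timing: 10 min plus 3 h, room temperature. Technique: fluorescence polarization of the labelled Tn7 tracer. Read-out: percent inhibition. Replicates: singlicate testing.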
PLC-beta3 inh = PLC-beta3 (human) inhibition, primary screen. Q01970. Purified PLC-beta3, fluorogenic substrate, fluorescence. inhibition, % at 12.2 µM. hit rate 0.18% among 370,000. AID 720704; in the data active means inhibition above about 11%;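 further: 0% = median of compound wells on plate and 100% = full blocker control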
PLC-gamma1 inh = PLC-gamma1 (human) inhibition, primary screen; P19174; purified PLC-gamma1, fluorogenic substrate, fluorescence; inhibition, % at 12.2 µM; hit rate 0.84% among 370,000; AID 720700; in the data active means inhibition above about 9.5%
DDE Tn6 FP inh = inhibitors of Tn6 peptide binding to human fibrin DD(E). P02675. Fibrin DD(E) TRITC-Tn6 fluorescence polarization displacement. hit rate 0.21% among 370,000. inhibition, % at 8.3 µM. AID 720509;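 active means inhibition above a per-campaign cutoff: mean of compounds within control limits plus 3 SD, cut at about 15% in these data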;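 further: 0% = median of all compound wells on the plate and 100% = blocking peptide control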
ARFGAP1 inhibitor = inhibits rat ARF GTPase activating protein 1; hit rate 0.26% among 360,000; inhibition, % at 16.5 µM; Arfgap1-stimulated ARF1 GTP hydrolysis, GDP FP detection; AID 651572; Q62848;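 active means inhibition above a per-plate limit, mean inhibition of low control wells plus 3 SD, cut at about 25% in these data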;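 further: 0% = DMSO wells with enzyme and 100% = wells lacking Arfgap1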
Target sequence (Q62848 1-136 limits assumed): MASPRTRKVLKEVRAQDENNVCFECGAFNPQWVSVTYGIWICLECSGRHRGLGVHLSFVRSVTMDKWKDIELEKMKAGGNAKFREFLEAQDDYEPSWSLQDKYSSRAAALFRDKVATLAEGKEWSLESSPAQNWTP
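Material – truncated rat Arfgap1 GAP domain · Buffer or medium – HEPES-based buffer, pH 7.5 · Reagent – human ARF1(Δ1-17)-GTP substrate · Dosing – 16.5 µM single point, 1.26% DMSO · Schedule – GTP hydrolysis reaction 2 h at 25 °C · Technique – GDP detection by fluorescence polarization · Benchmarks – No-Arfgap1 wells (100%) versus DMSO full-reaction wells (0%) · Repeats – single replicate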
KLK7 zymogen act = activates the human kallikrein-7 zymogen; purified proKLK7, EDANS-DABCYL substrate fluorescence; 100% is mature enzyme control, 0% vehicle; activation, % at 7 µM; hit rate 0.9% among 370,000; AID 652039;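 active means activation above the mean of all tested compounds plus 3 SD, computed per campaign excluding outliers beyond control limits, cut at about 13% in these data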
Target sequence (P49862 whole entry, looked up): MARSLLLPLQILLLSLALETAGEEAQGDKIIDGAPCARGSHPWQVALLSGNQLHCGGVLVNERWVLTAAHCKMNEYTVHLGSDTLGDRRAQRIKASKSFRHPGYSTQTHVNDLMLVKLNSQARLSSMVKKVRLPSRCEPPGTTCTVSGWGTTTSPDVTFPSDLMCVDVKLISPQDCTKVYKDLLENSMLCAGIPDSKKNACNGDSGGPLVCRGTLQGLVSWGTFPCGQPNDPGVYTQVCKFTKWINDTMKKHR
ADAM17 inh = inhibitors of human ADAM17; inhibition, % at 6.95 µM; recombinant ADAM17, EDANS/DABCYL FRET peptide cleavage; P78536; hit rate 0.83% among 370,000;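 active means inhibition above the mean of compounds lying between control limits plus 3 SD, set per campaign, cut at about 8.5% in these data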;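 further: 0% = DMSO-only wells as the low control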
UHRF1 MBD2 ctr = UHRF1 methyl-DNA binding inhibition; inhibition, % at 4.4 µM; hit rate 0.75% among 370,000; UHRF1 binding to methylated oligo, TR-FRET; Q96T88; in the data active means inhibition above about 21%;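 further: UHRF1 SRA domain binding a hemimethylated CpG hairpin DNA probe; 0% = median of test compound wells and 100% = reference inhibitor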
ASAP1 GAP inh = inhibitors of human ASAP1 ArfGAP activity; ASAP1-stimulated ARF1 GTP hydrolysis, GDP FP detection; Q9ULH1; AID 624377; hit rate 0.19% among 360,000; inhibition, % at 16.5 µM; in the data active means inhibition above about 25%;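 further: 0% = vehicle with enzyme and substrate and 100% = no enzyme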
Target sequence (Q9ULH1 325-724 limits assumed): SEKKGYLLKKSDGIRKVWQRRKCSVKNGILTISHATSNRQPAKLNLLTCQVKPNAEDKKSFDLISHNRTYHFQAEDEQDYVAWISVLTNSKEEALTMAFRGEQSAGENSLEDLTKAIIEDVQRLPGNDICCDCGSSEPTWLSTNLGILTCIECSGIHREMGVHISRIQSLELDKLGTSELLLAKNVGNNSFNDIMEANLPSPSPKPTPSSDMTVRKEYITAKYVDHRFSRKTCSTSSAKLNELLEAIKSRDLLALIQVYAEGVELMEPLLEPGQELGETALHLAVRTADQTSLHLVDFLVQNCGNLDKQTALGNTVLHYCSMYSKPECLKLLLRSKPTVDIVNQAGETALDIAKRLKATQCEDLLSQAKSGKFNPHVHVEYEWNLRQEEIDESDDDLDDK
* = called active by the depositor; i = inactive.

structure	MBD2 inh	Tn7 DDE FP	PLC-beta3 inh	PLC-gamma1 inh	DDE Tn6 FP inh	ARFGAP1 inhibitor	KLK7 zymogen act	ADAM17 inh	UHRF1 MBD2 ctr	ASAP1 GAP inh
COc1cccc2cc(C(=O)N3CCN(c4ccc(C)cc4C)CC3)c(=O)oc12	2	2	-2	0	4	-5	0.7	3	-3	3
COc1ccc2nc(Nc3nc(CSc4ccc(C)cc4)cc(=O)[nH]3)nc(C)c2c1	4	-4	-2	0	1	2	0.3	-3	0	-2
C[n+]1cnc(-c2ccccc2)cc1-c1ccccc1	0	-6	-7	-6	-2	1	-0.5	-11	2	-21
O=C(Cc1ccc(F)cc1)Nc1nccs1	0	-3	-4	1	-5	9	-0.2	0	-2	-3
COc1cccc(CC2(CO)CCCN(Cc3cc(F)ccc3-n3cccn3)C2)c1 (stereo not given)	-3	-6	6	2	-1	-5	-0.1	3	0	-4
C#CCn1c(CCNC(=O)c2ccco2)nc2ccccc21	2	10	-6	-1	6	4	0.5	-5	-1	-7
c1ccc(-c2nnc(N3CCN(c4ccccn4)CC3)c3ccccc23)cc1	-3	-11	0	2	1	5	-0.6	-4	0	10
OCC1(CC2CCCCO2)CCN(C/C=C/c2ccccc2)CC1 (stereo not given)	-4	-1	-1	0	1	2	-0.2	2	-1	-5
Cc1ccc(S(=O)(=O)N/N=C/C(C)(C)CO)cc1	-1	-5	3	2	1	1	0.3	-2	1	-1
CN(C/C(O)=C(\C#N)c1ccccc1)C1CCCCC1	-3	-4	2	6	10	5	-0.9	2	2	-13
CC(C)(O)CNC(=O)Nc1ccc(Cl)c(Cl)c1	-6	4	-6	0	1	-4	-0.1	-4	-1	0
COc1ccc([C@H]2CC(=O)C=C(/C=C/c3ccc(Cl)cc3)C2)cc1	4	-1	-2	-1	1	-1	0.2	-1	0	10
COc1cccc(OCCNS(=O)(=O)c2ccccc2[N+](=O)[O-])c1	-1	7	-4	-5	2	-15	0.4	-1	-2	2
Cc1ccccc1-c1cc(C(=O)n2cccn2)c2cc(Cl)ccc2n1	1	6	-1	-2	3	2	0.0	-2	-2	-9
COC(=O)CCC(=O)NN1C(=O)c2ccccc2C1=O	2	-5	-16	-5	-4	-1	-0.6	1	2	-10
Cc1cc(C)c(NC(=O)CN(C)C(=O)c2ccc(OCc3ccccc3)cc2)c(C)c1	2	4	-1	-2	-6	2	-0.3	-6	-1	-1
CC(C)n1nc(C(=O)OCC(=O)c2c[nH]c3ccccc23)c2ccccc2c1=O	5	1	-6	-2	-5	0	0.7	-2	9	6
CC1(C)NC(=O)N(CC(O)COC2CCCCC2)C1=O (stereo not given)	-4	0	-2	-1	-3	-5	-0.8	-2	-2	-10
CCOc1ccccc1N1CC(C(=O)NCCOc2ccccc2OC)CC1=O (stereo not given)	-1	-2	-6	-2	-1	6	0.3	1	-3	3
c1cnc2c(c1)ncc1cscc12	-7	-2	-5	-1	4	-2	2.0	-17	-3	-2
Cc1cccc(C)c1NC(=O)CN1CCN(c2ccc(F)cc2)CC1	5	8	-2	2	1	2	-0.2	-4	-3	-3
CCOC(=O)N1C/C(=C\c2ccccc2)C(=O)/C(=C/c2ccccc2)C1	0	6	-1	-3	6	4	0.2	-3	1	-8
COc1cc(C(=O)COC(=O)C2CCCCC2)cc(OC)c1OC	0	10	0	-2	8	-12	0.0	-4	0	-15
O=C(CSc1nnnn1-c1ccc2c(c1)OCCO2)Nc1nc2c(s1)CCCC2	3	-1	3	4	-1	7	0.8	1	-3	5
Cn1c(=O)c2c(nc(SCCN3CCOCC3)n2Cc2ccccc2)n(C)c1=O	4	1	-1	0	-8	15	0.6	-2	-1	-6
O=C(COc1ccccc1)NCCn1ccc2ccccc21	-4	2	-1	-4	-2	7	0.6	-3	-3	2
O=C(CCc1nc(-c2ccc(Cl)cc2)no1)NCc1ccccc1CN1CCOCC1	8	5	-10	0	-4	8	-0.8	-9	18	-1
O=C(NC(=O)N1CCCCC1)c1ccccc1	-6	1	-2	5	-3	-9	-0.1	-4	-1	-2
COc1ccc2c(c1)OC[C@H]1[C@H]2N2C(=O)c3ccccc3NC(=O)[C@@]2(C)[C@H]1c1ccccc1	2	2	0	-3	-10	-2	-0.7	6	3	12
Cc1cc(C)cc(C(=O)N(C)C2CCCN(Cc3ccccc3F)C2)c1 (stereo not given)	1	-5	-2	2	-2	-6	0.4	0	0	-2
NC(=O)CC(NC(=O)Cc1cccc2ccccc12)c1ccc(NCc2ccc(F)c(F)c2)c([N+](=O)[O-])c1 (stereo not given)	-1	4	-3	1	-3	10	0.5	-2	0	7
O=C(O)c1cscn1	4	1	-2	2	-1	5	-0.5	-7	4	2
COc1ccnc(Oc2ccc(C)cc2)c1C#N	-1	2	-4	-1	4	-1	0.3	-4	2	-2
COc1cccc(S(=O)(=O)N(C)C[C@H]2OCc3cnnn3CCCC(=O)N([C@@H](C)CO)C[C@H]2C)c1	10	4	3	1	-5	4	0.5	-6	22*	-10
COc1cc(CCC(=O)NCCc2ccc(F)cc2)cc(OC)c1OC	4	7	-7	2	-5	-6	0.6	-1	-3	-4
COCCCn1cc(CN2CC(N3CCN(Cc4ccccc4F)CC3)CS2(=O)=O)nn1 (stereo not given)	3	-8	3	4	11	1	1.0	0	12	-1
COc1ccc(NS(=O)(=O)c2ccc(OC)c(NC(=O)CNC(=O)c3ccc(OC)cc3)c2)cc1	-1	-5	1	2	-2	-7	-0.6	0	4	-3
COc1ccc(C(C(=O)Nc2ccc3c(c2)OCCO3)n2c(=O)c(-c3cc4ccccc4[nH]3)nc3ccccc32)cc1 (stereo not given)	3	-5	i	i	-2	9	-82	-80	-1	21
Cc1cccc(N2CCN(S(=O)(=O)c3ccc4c(c3)CCN4C(=O)CCC(=O)O)CC2)c1C	-1	-1	0	0	8	-6	0.3	-1	1	-14
COCC(C)Nc1nc(C)c(C(C)=O)s1 (stereo not given)	-8	-6	-3	2	-7	-2	-0.2	-3	-2	-6

Printed as active in UHRF1 MBD2 ctr (from the list above):
structure	MBD2 inh	Tn7 DDE FP	PLC-beta3 inh	PLC-gamma1 inh	DDE Tn6 FP inh	ARFGAP1 inhibitor	KLK7 zymogen act	ADAM17 inh	UHRF1 MBD2 ctr	ASAP1 GAP inh
COc1cccc(S(=O)(=O)N(C)C[C@H]2OCc3cnnn3CCCC(=O)N([C@@H](C)CO)C[C@H]2C)c1	10	4	3	1	-5	4	0.5	-6	22*	-10

New compounds follow.
structure	MBD2 inh	Tn7 DDE FP	PLC-beta3 inh	PLC-gamma1 inh	DDE Tn6 FP inh	ARFGAP1 inhibitor	KLK7 zymogen act	ADAM17 inh	UHRF1 MBD2 ctr	ASAP1 GAP inh
COc1ccc(CCN2C(=O)CS/C2=N\NC(=O)c2cccs2)cc1OC	1	-8	4	4	-1	-6	-1.3	0	0	-8
Cc1nc(SCc2ccc(F)cc2)c([N+](=O)[O-])[nH]1	6	-3	1	2	0	-4	-0.3	2	4	16
O=C(N/N=C/c1cccnc1)c1cc(-c2ccccc2OCc2ccccc2)n[nH]1	-1	-7	-4	9	-18	-3	0.2	8	-1	1
Cc1ccccc1NC(=O)c1ccccc1-c1ccccc1	-1	-1	-6	0	7	5	-0.5	0	0	-8
CC(C)CN(C(=O)COC(=O)Cc1cccc2ccccc12)c1c(N)n(Cc2ccccc2)c(=O)[nH]c1=O	-5	-1	-6	-1	0	4	0.2	-2	-3	6
CN(CCCN1CCCCC1)C(=O)c1cc(COc2ccc(F)cc2F)on1	2	-4	-8	-3	0	-7	-0.4	-3	-1	4
C#CCn1c2ccccc2c2nc3ccccc3nc21	0	1	-146	-93	7	-2	0.7	-10	23*	-1
CC12CN3CCN(CC(C3)/C1=N\N=C1/C3CN4CCN(C3)CC1(C)C4)C2	3	-6	2	2	0	-5	-0.6	-1	-3	-4
CC(=O)NNC(=O)c1csc(-c2csc(C)n2)n1	4	1	-6	-2	-1	-2	0.5	-4	0	1
CC(=O)c1ccc(NC(=S)N2CCN(c3ccccn3)CC2)cc1	4	1	-4	2	0	-3	-0.2	-1	0	-6
Cn1nc(C(C)(C)C)cc1C(=O)N1CCCCC1c1cc(C(=O)Nc2ccc(F)c(Cl)c2)no1 (stereo not given)	-6	1	-3	1	3	-3	1.5	12*	0	6
CCn1cc([N+](=O)[O-])c(C(=O)N2N=C(c3ccc(OC)cc3OC)CC2c2ccccc2O)n1 (stereo not given)	4	2	3	4	2	-4	0.1	3	-2	0
Cc1cc(NC(=O)Nc2cccc([N+](=O)[O-])c2)no1	-3	0	-4	2	9	0	-0.7	-4	3	-11
CCOC(=O)C1CCCN(C(=O)c2cc3c(OC)c(OC)c(OC)cc3[nH]2)C1 (stereo not given)	2	3	-55	-32	-2	12	0.3	-9	3	4
CCc1ccc(NC(=O)CNS(=O)(=O)c2c(C)noc2C)cc1	4	-3	-1	8	-5	13	0.2	-4	1	-1
Cc1ccccc1-n1cnnc1SCC(=O)Nc1cccnc1Cl	-7	1	-5	0	2	-5	0.3	-1	0	9
COCCn1c(N)c(N(Cc2ccccc2)C(=O)CN2C(=O)NC(C)(c3ccccc3)C2=O)c(=O)[nH]c1=O (stereo not given)	0	2	-8	-2	-9	-4	0.0	-4	-1	-3

Outcome played no part in choosing rows; overall some 4.1% were active at least once.
